Bioassay records (PubChem)
DNA FID counter: compounds displacing fluorescent DNA intercalator, primary screen, artefact control for HCV NS3 helicase inhibitor project, biochemical, FID fluorescence; DNA fluorescent intercalator displacement; 0.17% of 290,000 active; inhibition, % at 7.9 µM; in the data active = inhibition above about 37%;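 also: 0% = vehicle and 100% = reference compound; higher means more ethidium bromide displaced from hairpin DNA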
MEKK3 PB1 HTS: modulators of MEKK3-MEK5 PB1 binding, primary screen, biochemical, wildtype MEKK3, multiplex bead flow cytometry, Alexa488-MEK5 | Mitogen-activated protein kinase kinase kinase 3 (Homo sapiens), Q99759 | bead-based flow cytometry, Alexa488-MEK5 binding to MEKK3; actives lie on both sides; 0 = blocked by unlabeled MEK5, 100 = vehicle | binding response (% of control), % at 10 µM | 1.4% of 290,000 active;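 active = binding response more than 3 SD above or below the average of its plate-row segment, actives on both sides; inconclusive = wells at one plate position flagged as instrument error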;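 also: Alexa488 bead fluorescence after subtracting the streptavidin-only scavenger bead signal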
Target sequence (Q99759 whole entry, looked up): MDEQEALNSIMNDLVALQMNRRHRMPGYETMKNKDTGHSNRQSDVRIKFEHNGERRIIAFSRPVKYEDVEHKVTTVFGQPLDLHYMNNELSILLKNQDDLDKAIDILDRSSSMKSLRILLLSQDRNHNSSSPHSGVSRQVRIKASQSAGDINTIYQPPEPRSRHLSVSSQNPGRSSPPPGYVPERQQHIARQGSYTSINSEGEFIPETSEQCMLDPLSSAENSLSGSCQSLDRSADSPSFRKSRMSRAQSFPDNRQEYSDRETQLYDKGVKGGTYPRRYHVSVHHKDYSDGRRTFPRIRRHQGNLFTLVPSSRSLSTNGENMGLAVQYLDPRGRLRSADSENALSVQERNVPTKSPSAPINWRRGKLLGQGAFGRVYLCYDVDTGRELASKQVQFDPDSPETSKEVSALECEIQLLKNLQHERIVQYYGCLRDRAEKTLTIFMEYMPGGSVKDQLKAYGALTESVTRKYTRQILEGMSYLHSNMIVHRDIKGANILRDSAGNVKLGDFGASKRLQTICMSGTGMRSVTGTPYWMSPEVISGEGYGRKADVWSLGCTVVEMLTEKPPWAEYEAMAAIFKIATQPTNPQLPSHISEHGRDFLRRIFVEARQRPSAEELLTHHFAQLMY
GalR3 antag: GalR3 antagonists in HEK293 cells, primary screen, cell-based, fluorescence readout; Galanin receptor type 3 (Homo sapiens), O60755; HEK293 GalR3-CNG cAMP membrane potential fluorescence; galR3 body fused to GalR1 C-terminus; inhibition, % at 3 µM; 0.44% of 360,000 active; AID 651719, 2012;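 active = inhibition above the screen-wide average plus 3 SD, cut at about 13% in these data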;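 also: forskolin and galanin both at EC90 stimulate the cells; cAMP rise reported by CNG channel membrane potential dye signal; 0% = forskolin plus galanin with DMSO and 100% = forskolin alone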
Target sequence (O60755 1-299 limits assumed): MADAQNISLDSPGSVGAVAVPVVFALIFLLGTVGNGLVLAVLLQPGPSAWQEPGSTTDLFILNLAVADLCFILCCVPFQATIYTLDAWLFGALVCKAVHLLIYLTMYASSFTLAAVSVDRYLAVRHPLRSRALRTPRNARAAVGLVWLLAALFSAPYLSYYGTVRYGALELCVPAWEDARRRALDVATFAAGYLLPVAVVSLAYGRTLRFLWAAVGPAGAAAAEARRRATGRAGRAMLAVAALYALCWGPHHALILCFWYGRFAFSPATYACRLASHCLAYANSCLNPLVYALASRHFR
MEKK2 mut-MEK5: MEK5 binding signal on mutant MEKK2 PB1, primary screen, biochemical, multiplex bead flow cytometry, Alexa488-MEK5; percent response, % at 10 µM; Alexa488-MEK5 binding to MEKK2 mutant; 0.35% of 290,000 active; in the data active = percent response above about 24%, passing the limit was not always enough; also: inactives centre near 1; some results filed as inactive read as strong as hits
MEKK2wt PB1 HTS: modulators of MEK5 binding to wildtype MEKK2, primary screen, biochemical, multiplex bead flow cytometry, Alexa488-MEK5 | Mitogen-activated protein kinase kinase kinase 2 (Homo sapiens), Q9Y2U5 | Alexa488-MEK5 binding to MEKK2 WT; actives lie on both sides | binding response (% of control), % at 10 µM | 1.1% of 290,000 active; in the data active = binding response below about 67% or above about 130%; inconclusive = no clear call, values can overlap the other calls; inactive = in between
CRFBP-R2 block: antagonists of CRF-BP/CRF-R2 complex, primary screen, cell-based, HEK293, calcium dye fluorescence, uHTS; CRF-induced calcium fluorescence; inhibition, % at 11.8 µM; 0.59% of 350,000 active;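 active = inhibition of the ligand-induced calcium signal above about 50% at the single tested concentration, limit read from the data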
HCV NS3 hel inh: inhibitors of HCV NS3 helicase, primary screen, biochemical, Cy5 molecular beacon fluorescence. inhibition, % at 10.9 µM. Hepatitis C virus NS3 helicase. 0.56% of 290,000 active. NS3 helicase DNA unwinding;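 active = inhibition above the mean of all tested compounds plus 3 SD, set per campaign, cut at about 35% in these data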;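 also: 0% = DMSO wells and 100% = thioflavine S control wells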
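Measured by: Cy5 fluorescence, 0 and 60 min reads / Assay system: NS3 helicase fragment of HCV / Control set: low DMSO, high thioflavine S at 110 µM / Times: 1 h reaction at 25 °C, ATP-initiated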
UBC9 SUMO inh: inhibitors of in vitro SUMOylation cascade, primary screen, biochemical, HTRF, uHTS. SUMO-conjugating enzyme UBC9 (Homo sapiens), P63279. 0.36% of 290,000 active. AID 2006, 2009. inhibition, % at 35 µM. HTRF SUMOylation assay, SAE1/SAE2 + UBC9; in the data active = inhibition above about 50%, passing the limit was not always enough; inconclusive = no clear call, values can overlap the other calls; also: strong numbers were not always called active
CRFR2-BP ag: agonists of CRF-BP/CRF-R2 complex, primary screen, cell-based, HEK293, calcium dye fluorescence, uHTS. CRF-binding protein / CRF receptor 2 complex (human). calcium dye fluorescence (FLIPR); percent of saturating CRF peptide response. activation, % at 13.2 µM. 0.46% of 350,000 active;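 active = activation of at least 50%, plus an integration ratio under a set limit after plate pattern correction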;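 also: plate controls were neutral control wells without compound for no effect and CRF at EC100 for full effect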
* marks the source's active call; other numbers are inactive results; ? = inconclusive; / = no result given; [ ] = dose if it differs, or a comment.

#	mol	UBC9 SUMO inh	HCV NS3 hel inh	CRFR2-BP ag	CRFBP-R2 block	MEKK2wt PB1 HTS
1	CCc1nnc(NC(=O)CC23CC4CC(CC(Br)(C4)C2)C3)s1	-1	-14	5.1	-53	102
2	CCC(C)C(NC(N)=O)C(=O)Nc1ccc(C)c(Cl)c1 (centres undefined)	3	3	0.1	-18	100
3	Cc1ccc(C2CC(=O)C=C(Nc3ccc(Cl)cc3)C2)cc1 (centres undefined)	8	1	-2.6	3	100
4	CCOC(=O)CN(Cc1sccc1C)C(=O)Nc1cccc(OC)c1	-17	0	0.0	8	106
5	COc1ccc(-c2nc3ccccc3o2)cc1NC(=O)CSc1ccc(Cl)cc1	-18	3	0.4	-4	110
6	CC1CC(C)CN(C(=O)CNC(=O)c2ccc3ccccc3c2)C1 (centres undefined)	16	-3	-0.9	-12	106
7	CCCCCN1C=CC=C/C1=C\C=C(C#N)C#N	8	7	19	-22	100
8	N#Cc1cccc(NC(=O)CSc2ccc3c4c(cccc24)C(=O)c2ccccc2-3)c1	11	2	224*	-219	77
9	Cc1ccc([C@H]2C(C#N)=C(N)Oc3cc(C)oc(=O)c32)o1	-6	1	0.9	16	100
10	CCOC(=O)C(C)Sc1nc2c(cnn2-c2ccc(F)cc2)c(=O)[nH]1 (centres undefined)	13	1	-3.2	2	109

#	MEKK2 mut-MEK5	MEKK3 PB1 HTS	DNA FID counter	GalR3 antag
1	4	103	-29	-7
2	-1	99	-1	-1
3	-3	102	-1	0
4	-1	107	-4	-3
5	4	104	1	-3
6	4	106	-29	-4
7	2	104	3	-2
8	-7	92	0	-3
9	-2	100	1	-3
10	6	106	-21	-11

The list continues.
#	mol	UBC9 SUMO inh	HCV NS3 hel inh	CRFR2-BP ag	CRFBP-R2 block	MEKK2wt PB1 HTS
11	S=C(NC1CCCCC1)c1ccc2c(c1)OCO2	-11	3	-0.1	14	?
12	COc1ccccc1CCNC(=O)c1cc(COc2cccc(C(F)(F)F)c2)on1	-20	-4	-0.5	-5	101
13	Cc1ccc(C)c(NC(=S)N(Cc2ccc(Cl)cc2)Cc2ccc(C(=O)O)cc2)c1	4	8	-3.2	6	101
14	CCCCn1c(N)c(N(Cc2ccccc2OC)C(=O)CSCC(=O)Nc2cccc(C)c2)c(=O)[nH]c1=O	11	14	-1.6	1	104
15	CCCn1c(SCC(=O)N2CCOCC2)nnc1-c1ccncc1	5	-1	0.6	2	105
16	O=C(NCc1cccs1)C1CC(O)CN1C(=O)Nc1ccccc1 (centres undefined)	0	13	-0.7	5	98
17	O=C(C1COc2ccccc2O1)N1CCOCC1 (centres undefined)	-4	6	-0.5	-13	104
18	Cc1ccc(C(=O)NCCNS(C)(=O)=O)cc1	-4	1	2.6	23	101
19	O=C(O)c1sccc1Oc1ccc(NS(=O)(=O)c2ccccc2)cc1	0	12	0.3	-7	101
20	CC(C)CC(C(=O)NC1CCCCC1)N(Cc1cccs1)C(=O)c1snc(C(N)=O)c1N (centres undefined)	-2	-7	-0.4	0	95

#	MEKK2 mut-MEK5	MEKK3 PB1 HTS	DNA FID counter	GalR3 antag
11	-47	?	1	0
12	3	101	-34	-9
13	3	102	-31	-5
14	0	101	-50	0
15	3	101	-6	-11
16	-7	100	1	-9
17	8	101	4	-3
18	-2	103	-4	-5
19	2	100	-12	-9
20	-2	96	-38	-9

Additional compounds follow:
#	mol	UBC9 SUMO inh	HCV NS3 hel inh	CRFR2-BP ag	CRFBP-R2 block	MEKK2wt PB1 HTS
21	COc1cc(SC)ccc1C(=O)Nc1ncc(C)s1	7	6	0.3	105*	94
22	CCOC(=O)N1CCN(C(=O)C2CCCN(S(=O)(=O)c3ccc(OCC)cc3)C2)CC1 (centres undefined)	10	-7	-0.2	11	95
23	O=P(O)(O)c1ccccc1OCCCCCOc1ccccc1P(=O)(O)O	-10	1	4.2	-2	105
24	CCOc1ccccc1NC(=O)CSc1nnnn1C1CCCC1	-1	10	-0.1	1	102
25	CC(C)OCCCNC(=O)c1ccc2c(=O)n(Cc3ccc4c(c3)OCO4)c(=S)[nH]c2c1	15	8	3.8	-6	95
26	Cc1cccc(C)c1OCC(=O)N/N=C/c1cccnc1	2	6	-1.0	-2	102
27	Cc1csc(NC(=O)CSc2ccccc2F)n1	-8	-6	-2.2	2	101
28	COc1ccccc1N(C(=O)CNC(=O)c1ccco1)C(C(=O)NC1CCCCC1)c1ccncc1 (centres undefined)	-10	20	-0.5	-3	96
29	CCOC(=O)c1cnc(COc2ccc(OC)cc2)[nH]c1=O	3	-3	-0.5	15	96
30	NC(=O)CSc1nnc(-c2ccc(S(=O)(=O)N3CCCCC3)cc2)n1-c1ccccc1	15	-4	37	-63	100

#	MEKK2 mut-MEK5	MEKK3 PB1 HTS	DNA FID counter	GalR3 antag
21	-9	105	-7	-5
22	-5	97	-55	0
23	7	107	1	0
24	3	99	-28	-7
25	-11	97	2	-2
26	7	101	-20	-8
27	-5	99	-2	-6
28	-2	100	-35	-6
29	-3	97	-4	-4
30	2	104	-26	-8

More structures follow:
#	mol	UBC9 SUMO inh	HCV NS3 hel inh	CRFR2-BP ag	CRFBP-R2 block	MEKK2wt PB1 HTS
31	Cc1ccc(C(=O)N2CCN(c3cc(=O)[nH]nc3-c3ccccc3)CC2)cc1	-3	-2	-2.6	-3	107
32	CC(/C=N/NC(=O)c1cc(-c2ccccc2)nc2ccccc12)=C\c1ccco1	11	1	-0.1	-18	82
33	Nc1c(-c2ccc3c(c2)OCCO3)oc2ccccc2c1=O	14	-3	3.6	13	94
34	Cc1cc(C)n(CCc2nc3c4ccccc4n(CC#N)c(=O)n3n2)n1	-2	15	-1.1	-8	91
35	O=C(Cc1ccc([N+](=O)[O-])cc1)N1N=C(C2CC2)CC1(O)C(F)(F)F (centres undefined)	-19	7	-0.1	-16	95
36	O=C1[C@@H]2C(c3ccc(F)cc3)=NO[C@@H]2C(=O)N1Cc1ccccc1	5	-10	-0.2	14	98
37	CCc1sc(C(=O)Nc2cc(Cl)ccc2N2CCCCC2)cc1C	23	1	-0.5	-12	111
38	Cc1nn(C)c(C)c1Nc1ccc(N2C(=O)C3C4C=CC(C4)C3C2=O)cc1[N+](=O)[O-] (centres undefined)	1	10	2.9	-8	64
39	COC(=O)Cn1c(=O)c2c(n(Cc3ccccc3)c1=O)N/C(=C/c1ccc(Br)cc1)C2=O	42	5	20	-37	99
40	C=CCOc1ccc(CNn2cn[nH]c2=S)cc1OCC	1	-1	-1.9	4	96

#	MEKK2 mut-MEK5	MEKK3 PB1 HTS	DNA FID counter	GalR3 antag
31	4	106	-27	-3
32	-2	88	-13	1
33	-2	98	-6	-5
34	-1	97	-14	2
35	-8	96	-6	-5
36	-1	101	-10	-7
37	7	106	0	-6
38	-22	62	-18	0
39	2	102	-8	3
40	1	99	-6	-3

The results go on:
#	mol	UBC9 SUMO inh	HCV NS3 hel inh	CRFR2-BP ag	CRFBP-R2 block	MEKK2wt PB1 HTS
41	Cc1cc([N+](=O)[O-])c(-c2ccc(/C=N/n3cnnc3)o2)cc1Cl	6	13	-5.2	-23	97
42	CC(C)CC(=O)OC1C(N2CCOCC2)c2c(ccc(/C=C/C(=O)N3CCOCC3)c2O)OC1(C)C (centres undefined)	9	-7	0.0	-18	86
43	Cc1ccc(NS(=O)(=O)c2cc3c(cc2C)NC(=O)CO3)cc1	-2	-5	-3.4	-6	98
44	CCN(CC)C(=O)COc1ccc2c3c(c(=O)oc2c1C)CCCC3	-1	0	-0.9	-5	108
45	CC1CCCN(S(=O)(=O)c2ccc3oc(=O)ccc3c2)C1 (centres undefined)	9	6	-1.4	-5	99
46	CS(=O)(=O)N1CCN(C(=S)NCc2ccc(F)cc2)CC1	12	1	-1.0	24	111
47	COc1ccc(NC(=O)C2CCCO2)cc1Cl (centres undefined)	-4	7	1.1	-9	101
48	COc1cccc(CN(C)C(=O)C2CCC(=O)N(Cc3cccc(F)c3)C2)c1 (centres undefined)	10	-1	-0.5	-4	106
49	COC(=O)c1c(N)sc(C(C)=O)c1C	11	-7	-3.9	10	101
50	COc1ccc(NS(=O)(=O)c2ccc(NC(=S)NC(=O)c3cccc(F)c3)cc2)nn1	6	16	-1.0	-8	92
51	O=C(N/N=C\c1ccc2c(c1)OCO2)c1cncc(Br)c1	-1	19	0.3	-11	100
52	O=c1nc2n(c3ccc(Br)cc13)CCS2	1	-2	0.3	-3	106

#	MEKK2 mut-MEK5	MEKK3 PB1 HTS	DNA FID counter	GalR3 antag
41	4	101	-3	-6
42	-6	87	-38	-5
43	-2	96	-11	/
44	4	106	-23	-8
45	-4	101	-17	-1
46	0	113	1	-2
47	6	100	-2	-5
48	4	103	-34	1
49	3	101	-1	5
50	-1	75*[inhibitor]	-10	-10
51	-5	101	-19	-1
52	3	107	3	-4

Given with two lines to a compound: 6 of the compounds above
Below each SMILES – UBC9 SUMO inh | HCV NS3 hel inh | CRFR2-BP ag | CRFBP-R2 block | MEKK2wt PB1 HTS | MEKK2 mut-MEK5 | MEKK3 PB1 HTS | DNA FID counter | GalR3 antag
41) Cc1cc([N+](=O)[O-])c(-c2ccc(/C=N/n3cnnc3)o2)cc1Cl
→ 6 | 13 | -5.2 | -23 | 97 | 4 | 101 | -3 | -6
42) CC(C)CC(=O)OC1C(N2CCOCC2)c2c(ccc(/C=C/C(=O)N3CCOCC3)c2O)OC1(C)C (centres undefined)
→ 9 | -7 | 0.0 | -18 | 86 | -6 | 87 | -38 | -5
43) Cc1ccc(NS(=O)(=O)c2cc3c(cc2C)NC(=O)CO3)cc1
→ -2 | -5 | -3.4 | -6 | 98 | -2 | 96 | -11 | /
44) CCN(CC)C(=O)COc1ccc2c3c(c(=O)oc2c1C)CCCC3
→ -1 | 0 | -0.9 | -5 | 108 | 4 | 106 | -23 | -8
45) CC1CCCN(S(=O)(=O)c2ccc3oc(=O)ccc3c2)C1 (centres undefined)
→ 9 | 6 | -1.4 | -5 | 99 | -4 | 101 | -17 | -1
46) CS(=O)(=O)N1CCN(C(=S)NCc2ccc(F)cc2)CC1
→ 12 | 1 | -1.0 | 24 | 111 | 0 | 113 | 1 | -2

An excerpt; count on the stated rates, not on these rows.
